GRIN3A LBD mod – modulators (binders) of human NR3A ligand-binding domain; AID 1259313; NR3A LBD differential scanning fluorimetry, Tm shift; 0% = protein alone, 100% = glycine-bound protein; 340,000 tested, 2.5% active; Tm shift relative to glycine control, % at 25 µM;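 active means melting temperature shift of at least 10% of the positive control shift, at one fixed dose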
SENP6 block – blocks the human protease SENP6; Q9GZR1; Recombinant SENP6 catalytic domain, aminoluciferin luminescence; inhibition, % at 10 µM; 330,000 tested, 1.8% active; AID 2599;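 active means inhibition above about 50% at the single tested dose, limit read from the data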;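 further: plate controls were DMSO wells with enzyme for no effect and DMSO wells lacking enzyme for full effect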
SENP7 block – SENP7 protease inhibition | recombinant SENP7, Z-RLRGG-aminoluciferin luminescence, 40 min | inhibition, % at 5 µM | 330,000 tested, 1.5% active | AID 434973;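 active means inhibition above about 50% at the single test dose, limit read from the data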;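 further: plate controls were DMSO with enzyme for no effect and no enzyme buffer wells for full effect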
Target sequence (Q9BQF6 706-1050 limits assumed): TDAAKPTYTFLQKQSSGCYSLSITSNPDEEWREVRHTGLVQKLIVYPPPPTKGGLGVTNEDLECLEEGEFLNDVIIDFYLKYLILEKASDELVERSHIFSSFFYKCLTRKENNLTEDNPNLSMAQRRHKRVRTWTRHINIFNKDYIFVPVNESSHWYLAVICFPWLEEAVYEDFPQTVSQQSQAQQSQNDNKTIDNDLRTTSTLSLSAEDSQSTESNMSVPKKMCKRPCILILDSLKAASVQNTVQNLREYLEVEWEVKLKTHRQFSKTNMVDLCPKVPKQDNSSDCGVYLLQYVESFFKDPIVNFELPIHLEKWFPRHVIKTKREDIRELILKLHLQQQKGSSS
PfG6PD inh – PfG6PD (Plasmodium falciparum) enzyme inhibition. PfGluPho enzyme, NADPH resazurin-diaphorase fluorescence. inhibition, % at 20 µM. 350,000 tested, 0.78% active. AID 504690;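 active means inhibition reaching at least a set limit at 20 µM in the primary screen, cut at about 59% in these data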;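 further: 0% = DMSO wells with substrate and 100% = DMSO wells lacking glucose-6-phosphate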
ATG4B inhibitor – inhibitors of human ATG4B cysteine protease. Q9Y4P1. ATG4B cleavage of LC3-PLA2, NBD-HPC fluorescence, 1 h. inhibition, % at 8.33 µM. 340,000 tested, 0.51% active. AID 504462; in the data active means inhibition above about 40%
Target sequence (Q9Y4P1 whole entry, looked up): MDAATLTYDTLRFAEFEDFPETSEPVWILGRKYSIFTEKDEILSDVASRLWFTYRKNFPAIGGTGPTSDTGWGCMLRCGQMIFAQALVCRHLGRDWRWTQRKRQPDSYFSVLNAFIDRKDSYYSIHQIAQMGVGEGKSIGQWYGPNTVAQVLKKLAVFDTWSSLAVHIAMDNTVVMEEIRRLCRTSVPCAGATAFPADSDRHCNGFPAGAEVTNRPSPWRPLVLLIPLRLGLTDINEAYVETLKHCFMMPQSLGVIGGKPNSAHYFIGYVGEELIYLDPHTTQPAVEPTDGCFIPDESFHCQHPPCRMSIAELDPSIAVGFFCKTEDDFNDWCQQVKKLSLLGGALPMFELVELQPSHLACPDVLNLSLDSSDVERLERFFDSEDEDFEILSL
HKDC1 inhibitor – HKDC1 (human) hexokinase inhibition; Q2TB90; inhibition, % at 20 µM; recombinant HKDC1, G6PDH/diaphorase resazurin coupled fluorescence; 340,000 tested, 0.16% active;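 active means inhibition above about 35% when tested at 20 µM, limit read from the data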;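 further: plate controls were DMSO wells with enzyme for no effect and DMSO wells lacking enzyme for full effect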
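Test system: recombinant HKDC1 (HK5) hexokinase enzyme, produced in-house / Doses: 20 µM test compound, 1% DMSO / Timing: 90 min, room temperature / Detection: G6PDH/diaphorase-coupled fluorescence, 1 mM NADP, 100 µM resazurin, 525/613 nm / Control set: DMSO wells with and without enzyme mix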
MPTP inh – blocks calcium-induced mitochondrial swelling | 360,000 tested, 1.4% active | isolated mouse mitochondria, Ca2+ swelling absorbance, 30 min | inhibition, % at 10 µM | AID 602449;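 active means inhibition of 50% or more, scaled per plate between neutral and stimulator controls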;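 further: 0% = DMSO wells given calcium and 100% = 1 mM EGTA wells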
SENP8 block – blocks human SENP8 cleavage of Nedd8 substrate; Q96LD8; recombinant SENP8, Nedd8 substrate fluorescence; inhibition, % at 20 µM; 360,000 tested, 0.64% active; in the data active means inhibition mostly above about 40%, no sharp cut-off; inactive means mostly below about 27%
Target sequence (Q96LD8 whole entry, looked up): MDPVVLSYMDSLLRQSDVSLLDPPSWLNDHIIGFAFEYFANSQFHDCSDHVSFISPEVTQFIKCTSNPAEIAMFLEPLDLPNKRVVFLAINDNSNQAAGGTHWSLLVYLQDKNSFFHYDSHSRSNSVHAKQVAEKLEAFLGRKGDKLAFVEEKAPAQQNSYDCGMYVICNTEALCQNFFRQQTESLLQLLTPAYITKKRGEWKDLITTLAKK
Numbers without * were called inactive; i = inactive; / = not tested or not shown. No enrichment for hits, and some 6.9% of all compounds hit somewhere here.

SMILES	GRIN3A LBD mod	SENP6 block	SENP7 block	PfG6PD inh	ATG4B inhibitor	HKDC1 inhibitor	MPTP inh	SENP8 block
CC/C(=N\NC(=O)c1c[nH]c2ccccc12)c1cccs1	-5	-11	1	11	15	-2	0.3	9
N#Cc1c2n(c3c(=S)nc[nH]c13)CCCCC2	-2	9	-2	30	-9	-2	-2.2	17
C=C(C)COC(=O)C1CC2OC2CC1C(=O)OCC(=C)C (stereo unspecified)	1	/	/	-5	3	-7	0.2	15
COc1ccccc1N1CCN(C(=O)c2cc(-c3ccc4c(c3)OCO4)on2)CC1	0	1	-2	8	-8	-3	-3.4	-5
Cn1c(=O)c2c(SCC(=O)Nc3ccccc3F)nc(C3CC3)nc2n(C)c1=O	1	-12	-13	1	2	-1	1.1	16
Cc1ccc(N2C(=O)C3C(C(=O)c4ccccc4)=NN(c4ccccc4)C3C2=O)cc1 (stereo unspecified)	-8	4	1	-26	10	2	3.0	-110
CC(=O)c1ccc(NC(=O)COc2ccc3c(c2)OCO3)cc1	-14	-14	-2	-2	-2	12	-0.7	10
CC1=CC(=C(C#N)c2nc3ccccc3s2)C=C(C)N1Cc1ccco1	/	38	2	7	0	-1	1.7	59*
O=C(NCc1cccs1)C(=O)NCC1OCCCN1S(=O)(=O)c1cc(F)ccc1F (stereo unspecified)	-1	-8	-11	-1	-7	3	0.3	-5
COCCN(CCOC)C(=O)c1ccc(NS(=O)(=O)c2ccc3[nH]c(=O)[nH]c3c2)cc1	2	-1	-7	-6	-1	-10	0.4	0
Cc1ccc(NC2=CC(=O)CC(C)(C)C2)cc1C	-1	10	-1	4	-10	-12	1.8	-2
COc1ccc(C2=CSC3=C(C(=O)c4cccc(S(=O)(=O)N(C)C)c4)CCN23)cc1	2	-6	-2	31	-2	-3	3.4	9
Cc1nn(C(=O)CCC(=O)NCc2cccc(F)c2)c2ccccc12	1	5	0	-7	5	3	-0.4	-5
Cc1ccc(NC(=O)C(=O)NCC2CCCO2)cc1 (stereo unspecified)	0	-8	6	3	-12	-6	0.5	0
C/C(CC(=O)Nc1c(C)cc(C)cc1C)=N\NC(=O)Cc1ccccc1	-1	-16	4	-21	-9	-6	-1.8	12

Shown with two lines to a compound: 5 of the compounds above.
Second line of a record: GRIN3A LBD mod	SENP6 block	SENP7 block	PfG6PD inh	ATG4B inhibitor	HKDC1 inhibitor	MPTP inh	SENP8 block
CC/C(=N\NC(=O)c1c[nH]c2ccccc12)c1cccs1
    -5	-11	1	11	15	-2	0.3	9
N#Cc1c2n(c3c(=S)nc[nH]c13)CCCCC2
    -2	9	-2	30	-9	-2	-2.2	17
C/C(CC(=O)Nc1c(C)cc(C)cc1C)=N\NC(=O)Cc1ccccc1
    -1	-16	4	-21	-9	-6	-1.8	12
Cn1c(=O)c2c(SCC(=O)Nc3ccccc3F)nc(C3CC3)nc2n(C)c1=O
    1	-12	-13	1	2	-1	1.1	16
CC1=CC(=C(C#N)c2nc3ccccc3s2)C=C(C)N1Cc1ccco1
    /	38	2	7	0	-1	1.7	59*

Next records:
SMILES	GRIN3A LBD mod	SENP6 block	SENP7 block	PfG6PD inh	ATG4B inhibitor	HKDC1 inhibitor	MPTP inh	SENP8 block
O=C(Nc1cccc(S(=O)(=O)N2CCCCC2)c1)c1cnccn1	1	-11	-9	2	-12	-13	-0.8	18
O=S(=O)(c1cccc(Cl)c1Cl)N1CCCCC1	-2	5	-9	9	1	-6	1.6	13
CC(C)NC(=O)NC(=O)COC(=O)CCCSc1nc2ccccc2s1	-3	15	19	5	-10	5	1.3	17
Cc1ccc(/C=[N+](\[O-])c2ccccc2C)o1	1	19	-2	23	-2	6	-1.3	14
Cc1cc(C(=O)COC(=O)c2ccc(O)cc2)c(C)n1CCc1ccc(F)cc1	4	-6	12	-17	-12	4	0.2	8
Fc1ccc(CSc2nnc(-c3cc4c(s3)-c3ccccc3CC4)o2)cc1	0	-24	-4	5	-5	0	8.2	i
COc1ccccc1CNC(=O)C1CCN(Cc2nc(-c3cccc(Cl)c3)oc2C)CC1	0	-17	-4	-4	14	1	1.7	26
Cc1ccc(OCCCOc2cccc3cccnc23)cc1C	-4	2	9	19	7	2	1.2	-72
COC(=O)c1cc(Cl)c(NS(=O)(=O)c2ccccc2)cc1OC	0	7	8	-1	-13	0	-8.9	-449
CCN(CC)S(=O)(=O)c1ccc(N2CCOCC2)c(NC(=S)NC(=O)c2ccco2)c1	-1	12	-5	37	-10	-1	2.6	21
COc1ccc(NC(=O)CSc2nnnn2C2CCCC2)c(OC)c1	-3	-21	-8	-2	-3	-5	0.4	14
COc1ccc(-c2nc(CCNC(=O)c3cccs3)cs2)cc1	0	9	-2	29	-13	-3	64*	-30
COC(=O)C1=CO[C@@H](C)[C@H]2CN3CCc4c([nH]c5ccccc45)[C@@H]3C[C@H]12	0	-5	-6	42	-7	-3	1.4	-10
O=C(c1cc2ccccc2oc1=O)N1CCCN(C(=O)c2cc3ccccc3oc2=O)CC1	-1	/	/	35	-12	1	0.6	-91
COc1ccccc1C(CC(=O)Nc1nccs1)c1ccco1 (stereo unspecified)	1	3	10	7	-14	-5	-12	15
CCC1([N+](=O)[O-])COC(c2ccc(Cl)cc2)OC1 (stereo unspecified)	0	/	/	7	1	5	-2.4	19
O=C(CSc1nnc(Cc2ccccc2)o1)NCCc1ccccc1	0	-15	36	-2	7	-5	-1.1	1
CN(C1CCCCC1)S(=O)(=O)c1ccc(C(=O)N2CCN(c3nc4ccccc4s3)CC2)cc1	8	-15	-9	-10	1	8	1.9	16
S=C1COC(c2ccccc2)N1c1ccccc1 (stereo unspecified)	1	6	5	-3	-7	-1	-0.3	8
CCOC(=O)/C(N)=C/c1ncc(C(F)(F)F)cc1Cl	6	-29	-16	-13	7	5	0.3	30
COc1cc2c(cc1OC)[C@@H](NC(=O)c1ccc(C(F)(F)F)cc1)[C@H](OCc1ccccc1)C2	-1	/	-4	3	-5	-5	4.8	12
CC(NC(=O)CN1CCN(CC(=O)Nc2ccccc2Cl)CC1)c1ccc(Br)cc1 (stereo unspecified)	2	-8	-1	11	-12	1	-0.8	3
O=C(CSc1nc(-c2ccco2)cc(C(F)(F)F)n1)N1CCN(c2cccc(Cl)c2)CC1	0	-15	-3	17	-3	1	-1.1	15
Cc1cc(N2CCCCC2)nc(-c2ccc(Br)cc2)n1	0	-28	-4	7	-11	0	0.5	-97
CCN(CC)Cc1c(C(=O)N2CCc3ccccc3C2)nc2ccc(Cl)cn12	-2	-14	-1	17	9	-5	-0.4	7
COc1ccccc1S(=O)(=O)Cc1ccc(C(=O)NCC(OC)OC)o1	1	-5	2	-4	1	-6	0.4	17
CCOC(=O)c1c(NC(=O)Cc2ccccc2)sc2c1CCN(C)C2	-2	-10	-6	-13	8	2	27	9
Cc1c(Cl)cccc1NC(=S)NNS(=O)(=O)c1ccc([N+](=O)[O-])cc1	-4	-5	-3	2	1	4	0.1	20
O=C(CSc1nnc(-c2ccccn2)n1Cc1ccccc1)N1CCOCC1	3	-5	0	-15	-3	-8	-2.7	21
COc1ccc(-n2nc(C(N)=O)c(O)cc2=O)cc1	0	-16	-6	18	-12	-10	-1.3	4

Only GRIN3A LBD mod and PfG6PD inh, for some of the entries so far:
mol | GRIN3A LBD mod | PfG6PD inh
CCOC(=O)/C(N)=C/c1ncc(C(F)(F)F)cc1Cl | 6 | -13
CCC1([N+](=O)[O-])COC(c2ccc(Cl)cc2)OC1 (stereo unspecified) | 0 | 7

(next part)
SMILES	GRIN3A LBD mod	SENP6 block	SENP7 block	PfG6PD inh	ATG4B inhibitor	HKDC1 inhibitor	MPTP inh	SENP8 block
CCC(Sc1nc(N)c(NC(=O)c2ccc(Br)o2)c(=O)[nH]1)C(=O)O (stereo unspecified)	2	-2	-5	-1	-3	-1	-1.7	0
CCN(CC)CCNC(=O)C1CCC(=O)N(c2ccc(OC)cc2)C1c1ccc(F)cc1 (stereo unspecified)	0	3	-7	-7	-3	-5	0.6	14
N#CCc1nnc2n1-c1ccccc1CCC2	-3	-23	4	-8	-1	-4	-0.9	9
CCOC(=O)N1CCN(C(=O)CN(Cc2ccc(Cl)cc2)S(C)(=O)=O)CC1	1	-25	3	3	-10	2	-3.8	16
COc1ccc(S(=O)(=O)N2CCC(C(=O)Nc3ccc(OC)c(OC)c3)CC2)cc1C	-1	-15	-1	-23	5	0	-0.9	28
COC(=O)c1ccc(NS(=O)(=O)c2cccc3cccnc23)cc1	-2	-8	6	0	0	-3	2.9	12
CN(C)CCOCCP(=O)(c1ccccc1)c1ccccc1	0	11	10	-6	-4	-6	-0.5	8
S=c1[nH]ncn1/N=C/c1ccc(Br)cc1	1	20	4	21	15	10	1.7	21
CCOC(=O)N1CCC2(CC1)C(C#N)=C(N)Oc1n[nH]c(C)c12	-5	-22	-15	17	6	-5	-1.9	19
C=C(C(=O)c1ccccc1)C(NC(C)(C)C)c1ccccc1 (stereo unspecified)	0	/	/	12	-5	11	-0.9	8
CC(C)(C)NS(=O)(=O)c1cccc(S(=O)(=O)c2cccc(S(=O)(=O)NC(C)(C)C)c2)c1	-4	9	-1	13	7	-6	/	/
CCCc1cc(=O)oc2cc(OCC(=O)NCC3CCC(C(=O)O)CC3)ccc12 (stereo unspecified)	-4	-3	1	-16	-3	7	-4.3	-56
COc1cccc(/C=C2/Oc3ccccc3N(CC(=O)NCC3CCCO3)C2=O)c1 (stereo unspecified)	-8	-7	3	10	-3	-5	-0.7	-344
COc1ccc(CCN2C(=O)NC(NS(=O)(=O)c3ccccc3)(C(F)(F)F)C2=O)cc1OC (stereo unspecified)	-1	-20	1	9	4	-7	-3.6	2
Nc1ccc(Oc2ncccn2)c(Cl)c1	1	-10	5	-6	10	-6	-0.1	13
Cc1ccc2[nH]c(C)c(CCNC(=O)NC3CCCCC3)c2c1	-1	-3	4	10	3	-3	1.3	-21
Nn1c(Cc2ccccc2F)nnc1SCn1nnc2ccccc2c1=O	0	-10	5	19	-9	-9	-0.2	15
COCCn1c(SCC(=O)Nc2ccc(OC)cc2OC)nc2ccccc2c1=O	2	9	-1	-10	1	-4	-1.1	12
O=C(Nc1ccc(N2CCOCC2)c(S(=O)(=O)Nc2ccc(Cl)cc2)c1)c1cnccn1	0	7	4	73*	-9	-7	4.5	11
O=C(CCS(=O)(=O)Cc1ccccc1F)NCCc1ccc(Cl)cc1	0	-5	-12	-5	-7	-3	1.2	18
C=CC[C@@H](Cc1ccc(F)cc1)C(=O)OC[C@@H]1CCCN1C(=O)[C@@H](CC=C)CC(=O)N[C@H](CO)Cc1ccccc1	1	12	1	18	-13	0	0.5	10
Cc1cc(SCC(=O)NC2CC2)nc2ccccc12	-1	-6	-7	-14	-2	-1	0.6	-1
Cc1ccc(Cn2nnc3c(=O)[nH]c(C4CCN(S(=O)(=O)c5ccc(C)cc5)CC4)nc32)cc1	-4	-1	-4	3	-8	-6	-2.7	14
[O-]/[N+](=C/c1ccccc1)c1ccccc1	-3	-4	-11	52	8	-4	-1.2	32
CC(=O)C(Sc1nnnn1-c1ccc(O)cc1)c1ccccc1 (stereo unspecified)	2	-12	1	-8	-5	8	-1.0	6
O=S(=O)(c1ccc(-c2n[nH]c(=S)o2)cc1)N1CCCCC1	-1	4	-11	7	-1	-4	-2.6	-331
Cc1ccc(Nc2nc(-c3ccncc3)nc3ccccc23)cc1	2	-5	-8	2	-5	0	11	-182
O=C(Nc1ccc(S(=O)(=O)N2CCCCC2c2cccnc2)cc1)c1ccccc1F (stereo unspecified)	-1	2	3	11	-2	15	2.5	8
COc1cc(/C=C2/C(=O)ON=C2C)ccc1OCc1cccc(F)c1	-26	6	14	12	-1	6	-3.7	5
Cc1cccc(NC2CCCCC2NS(=O)(=O)c2ccccc2)c1 (stereo unspecified)	2	1	13	17	0	1	0.8	10
Cc1noc(C)c1C(=O)OCC(=O)NC1CCCCC1C (stereo unspecified)	-2	-7	0	-13	3	-7	0.6	3
CCCSc1nnc(NC(=O)c2sc3nc(-c4cccs4)ccc3c2N)s1	6	20	-6	-3	9	10	76*	-274
CSCc1cc(N2CCOCC2)nc(-c2ccccc2)n1	-1	-24	4	6	-2	16	0.5	-15
CC(C)c1ccc(NC(=O)[C@@H]2CCC(=O)N2C2OC(=O)c3ccccc32)cc1 (stereo partly specified)	-4	-4	6	12	-25	-3	-1.0	37

Source: PubChem BioAssay (Sanford-Burnham Center for Chemical Genomics)
